TcdB inh – TcdB glycohydrolase inhibition; P18177; TcdB glycohydrolase enzymatic assay, plate reader; inhibition, % at 9.99 µM; 0.24% of 350,000 active; AID 652162; in the data active = inhibition above about 10%
Target sequence (P18177 whole entry, looked up): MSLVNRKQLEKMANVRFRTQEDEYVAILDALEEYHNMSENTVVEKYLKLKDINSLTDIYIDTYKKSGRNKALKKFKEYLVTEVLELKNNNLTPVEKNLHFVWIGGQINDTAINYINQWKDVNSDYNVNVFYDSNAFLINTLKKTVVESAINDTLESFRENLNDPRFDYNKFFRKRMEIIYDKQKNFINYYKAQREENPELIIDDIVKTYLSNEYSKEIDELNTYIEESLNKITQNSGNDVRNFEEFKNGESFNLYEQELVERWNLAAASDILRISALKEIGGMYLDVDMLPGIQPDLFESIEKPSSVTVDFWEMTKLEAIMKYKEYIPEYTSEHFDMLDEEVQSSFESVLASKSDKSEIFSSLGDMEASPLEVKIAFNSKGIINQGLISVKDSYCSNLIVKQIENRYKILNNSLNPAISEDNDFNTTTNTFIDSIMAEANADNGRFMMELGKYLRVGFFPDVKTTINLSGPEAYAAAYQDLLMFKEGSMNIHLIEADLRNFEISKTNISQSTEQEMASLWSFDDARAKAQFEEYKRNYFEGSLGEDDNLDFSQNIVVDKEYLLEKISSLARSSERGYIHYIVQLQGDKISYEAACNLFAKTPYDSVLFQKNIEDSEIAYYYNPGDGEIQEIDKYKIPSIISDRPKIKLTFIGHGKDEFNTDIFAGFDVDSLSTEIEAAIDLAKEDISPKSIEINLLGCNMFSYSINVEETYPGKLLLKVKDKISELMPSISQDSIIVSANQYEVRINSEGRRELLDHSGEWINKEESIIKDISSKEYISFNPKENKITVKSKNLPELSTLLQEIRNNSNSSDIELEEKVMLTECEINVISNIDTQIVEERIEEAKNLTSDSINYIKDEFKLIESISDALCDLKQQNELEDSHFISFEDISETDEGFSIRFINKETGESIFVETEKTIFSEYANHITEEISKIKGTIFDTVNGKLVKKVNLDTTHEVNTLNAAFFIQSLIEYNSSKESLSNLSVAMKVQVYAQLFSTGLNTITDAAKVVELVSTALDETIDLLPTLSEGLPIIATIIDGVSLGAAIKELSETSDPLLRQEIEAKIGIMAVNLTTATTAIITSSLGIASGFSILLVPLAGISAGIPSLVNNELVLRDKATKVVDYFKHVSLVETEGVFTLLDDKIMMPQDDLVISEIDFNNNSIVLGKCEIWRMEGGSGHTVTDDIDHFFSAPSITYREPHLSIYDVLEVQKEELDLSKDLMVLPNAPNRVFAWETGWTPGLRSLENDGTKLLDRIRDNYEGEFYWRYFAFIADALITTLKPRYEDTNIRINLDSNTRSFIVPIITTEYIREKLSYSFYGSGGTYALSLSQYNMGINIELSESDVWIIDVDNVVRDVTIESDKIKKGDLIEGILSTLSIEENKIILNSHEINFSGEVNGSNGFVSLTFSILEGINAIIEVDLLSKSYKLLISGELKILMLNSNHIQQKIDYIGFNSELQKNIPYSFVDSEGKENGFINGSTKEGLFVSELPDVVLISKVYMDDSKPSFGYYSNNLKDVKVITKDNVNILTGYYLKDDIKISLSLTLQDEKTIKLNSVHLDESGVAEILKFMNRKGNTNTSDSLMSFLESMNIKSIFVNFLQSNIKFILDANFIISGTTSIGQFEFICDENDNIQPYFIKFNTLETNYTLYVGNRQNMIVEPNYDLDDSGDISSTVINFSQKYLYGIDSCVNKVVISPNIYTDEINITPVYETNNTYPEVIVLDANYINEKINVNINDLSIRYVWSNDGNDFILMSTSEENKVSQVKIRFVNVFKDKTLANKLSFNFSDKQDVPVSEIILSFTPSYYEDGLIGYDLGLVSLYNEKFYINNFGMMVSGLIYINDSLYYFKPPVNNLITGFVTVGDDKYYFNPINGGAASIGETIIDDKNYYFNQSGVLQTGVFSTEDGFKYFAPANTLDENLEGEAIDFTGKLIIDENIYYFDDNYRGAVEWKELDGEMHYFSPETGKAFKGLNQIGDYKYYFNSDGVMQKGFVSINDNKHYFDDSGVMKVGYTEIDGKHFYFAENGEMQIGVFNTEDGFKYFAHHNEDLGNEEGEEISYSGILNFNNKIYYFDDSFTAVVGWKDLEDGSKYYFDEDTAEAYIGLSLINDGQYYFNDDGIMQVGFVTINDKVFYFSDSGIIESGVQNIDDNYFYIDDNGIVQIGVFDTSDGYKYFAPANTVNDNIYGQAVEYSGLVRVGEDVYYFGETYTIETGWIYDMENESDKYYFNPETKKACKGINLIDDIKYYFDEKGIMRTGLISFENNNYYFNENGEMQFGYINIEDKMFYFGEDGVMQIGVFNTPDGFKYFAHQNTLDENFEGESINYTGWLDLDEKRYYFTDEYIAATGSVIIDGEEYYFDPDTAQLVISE
BoNT-A LC inh2 – blocks Botulinum neurotoxin A light chain protease | AID 588499 | multiplex microsphere protease substrate cleavage, flow cytometry | inhibition, % at 10 µM | 0.17% of 360,000 active; note: plate controls were buffer without enzyme for full effect and enzyme alone for no effect
Y pestis TopoI – Y. pestis Topo-I inhibition via cleavage products | Y. pestis Topo-I cleavage product accumulation, plate reader | activity, % at 10 µM | 0.064% of 360,000 active | AID 504884; in the data active = activity above about 50%, passing the limit was not always enough; inconclusive = no clear call, values can overlap the other calls; note: inactives centre near 2
PrPC surface inh – cell surface PrPC inhibition, primary TR-FRET screen; P04156; TR-FRET read-out; inhibition, % at 13.8 µM; 0.43% of 370,000 active; in the data active = inhibition above about 24%; note: 0% = median of the test wells and 100% = reference compound wells
Vc quorum ag – induces V. cholerae light production without autoinducers; AID 588436; activation, % at 18.7 µM; V. cholerae BH1578 lux reporter, luminescence, 6 h; 0.16% of 350,000 active; in the data active = activation mostly above about 9.7%, no sharp cut-off; inconclusive = no clear call, values can overlap the other calls; inactive = mostly below about 3.7%; note: not every result past the cut was called active; inactives centre near 0; reference of the scale not given here
Anthrax LF inh2 – inhibitors of Bacillus anthracis lethal factor protease; multiplex microsphere protease cleavage assay, LF; inhibition, % at 10 µM; AID 588501; 0.12% of 360,000 active; P15917; note: plate controls were buffer without enzyme for full effect and enzyme alone for no effect
PfHsp40 yeast – restores yeast growth despite PfHsp40 toxicity. growth rescue, % at 12.5 µM. AID 504582. S. cerevisiae expressing PfHsp40, growth rescue, ATP luminescence. 0.68% of 340,000 active; in the data active = growth rescue above about 28%, passing the limit was not always enough; inconclusive = no clear call, values can overlap the other calls;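 note: yeast W303a lacking pdr1 and pdr3 grown in galactose medium; growth measured after three days at 30 °C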
3CLpro inhibitor – SARS-CoV 3CLpro protease inhibition. recombinant SARS-CoV 3CLpro, quenched FRET peptide cleavage. P0C6X7. 0.14% of 290,000 active. inhibition, % at 6 µM; in the data active = inhibition above about 12%
SSB-PriA inh – K. pneumoniae PriA-SSBct interaction inhibition; AlphaScreen SSBct-PriA binding, biotinylated peptide; inhibition, % at 33 µM; 0.6% of 430,000 active; in the data active = inhibition mostly above about 37%, no sharp cut-off; inactive = mostly below about 20%;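 note: plate controls were negative control peptide for no effect and reference peptide for full effect; strong numbers were not always called active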
Starred values were filed as active, the others as inactive; i = inactive; ? = inconclusive; . = not tested or not shown. Cut-off read from the data, not from the text of the source, unless noted: active = inhibition above about 30%; inconclusive = no clear call, values can overlap the other calls; inactive = below that. A portion of the library; the hit share may differ from the screen's.

Results follow in this order: TcdB inh, BoNT-A LC inh2, Y pestis TopoI, PrPC surface inh, Vc quorum ag, Anthrax LF inh2, PfHsp40 yeast, 3CLpro inhibitor, SSB-PriA inh
1: COc1cc(C(=O)N[C@@H](Cc2c[nH]c3ccccc23)C(=O)O)cc(OC)c1OC
 : 1.9, 1.0, -3, -3, -0.3, -2, 1.5, -2, 0
2: CC(C)(C)C1CCC(OC(=O)C[N+]2(C)CCCC2)CC1 (stereo not given)
 : -0.2, -0.4, 4, 5, -0.4, -1, -0.7, 4, 6
3: Nc1cc(=O)[nH]c(SCC(=O)Nc2cccc(Cl)c2Cl)n1
 : 1.4, 0.0, 2, 3, 0.0, 0, -1.1, 9, 0
4: O=C(OCC1CC(c2ccccc2)=NO1)c1ccc(Cl)cc1 (stereo not given)
 : 1.0, 0.0, 6, 0, i, 5, -0.4, 4, -13
5: CCOC(=O)[C@@H]1[C@H]2COc3ccccc3[C@@H]2N2C(=O)N(c3cccc(Cl)c3)C(=O)[C@]12C
 : 0.4, 0.0, 23, 2, -0.7, -6, 0.1, -6, -16
6: COc1ccc(CNC(=O)[C@H](C)NC(=O)C2CC(=O)N(c3ccc4c(c3)OCO4)C2)cc1 (stereo not given in full)
 : -0.8, -1.0, 1, 2, i, -2, 0.1, -7, -15
7: COc1ccccc1NCCC(=O)OCC(=O)NC1CC1
 : -3.3, -0.2, -6, 8, -1.2, 1, -0.7, 6, 1
8: Cc1ccc(C2NC(=O)c3c(sc4c3CCN(C)C4)N2)s1 (stereo not given)
 : ., 14, 9, -14, i, -40, 0.7, 2, 6
9: O=C(CCSc1ccc(Cl)cc1)Nc1cccnc1
 : 0.7, -0.7, 7, 2, i, -3, 0.3, 4, -6
10: O=C(c1cccc(C(F)(F)F)c1)N1C[C@H]2C[C@@H](C1)c1cccc(=O)n1C2
 : 1.7, 0.3, 3, -4, -0.3, -6, 0.3, 0, .
11: C/C(=N\Nc1cc(C)nc(-c2ccccc2)n1)c1cccc([N+](=O)[O-])c1
 : -1.8, -0.7, 5, 2, -1.6, -6, -1.2, -1, .
12: CCOC(=O)CN1C(=O)S/C(=C\c2ccc(-c3cccc(C(=O)O)c3C)o2)C1=O
 : -0.1, -3.3, -5, 2, -0.2, ?, ., ., -16
13: COC(C[C@H]1O[C@H]1[C@H](O)[C@@H](C)OCc1ccccc1)OC
 : -0.4, 0.5, -5, 1, -0.4, 5, 2.1, ., 3
14: CC1CCN(C(=O)CCNC(=O)Cn2cnc3sc4c(c3c2=O)CCCC4)CC1
 : ., -0.8, 5, -1, i, -2, -1.6, -1, -4
15: O=C(CN(CC1CCCO1)S(=O)(=O)c1ccc(S(=O)(=O)NC2CC2)cc1)Nc1ccccc1 (stereo not given)
 : ., -0.1, 5, -4, -1.1, -1, -0.6, 0, 4
16: COc1ccc(CCNCC(=O)Nc2ccc(C(=O)N3CCCCC3)cc2)cc1
 : 1.8, -2.7, 8, 0, -0.2, 5, 2.4, -2, -13
17: Cc1cccnc1C(NC(=O)C1CCN(Cc2ccc(Cl)cc2)CC1)c1ccc(F)cc1 (stereo not given)
 : 0.8, -0.9, 14, 0, -0.3, -4, ., ., .
18: CCOC(=O)C1=C(C)Nc2ccccc2N=C1NC(=O)c1cccc(S(=O)(=O)N(C)C)c1
 : 0.4, 0.5, -3, 10, -0.2, -2, 0.3, -4, -11
19: O=C(COC(=O)C1CCN(S(=O)(=O)c2cccs2)CC1)NCc1ccc(F)cc1
 : 0.0, 1.4, 5, 4, -0.5, -1, 0.8, 5, -2
20: Cc1ccc(C(=O)COC(=O)CCN2C(=O)C3C4CCC(C4)C3C2=O)cc1[N+](=O)[O-] (stereo not given)
 : -0.8, 1.9, 6, -1, i, 5, 0.7, -3, -5

Ten entries from above, in transposed form.
[5] CCOC(=O)[C@@H]1[C@H]2COc3ccccc3[C@@H]2N2C(=O)N(c3cccc(Cl)c3)C(=O)[C@]12C
[6] COc1ccc(CNC(=O)[C@H](C)NC(=O)C2CC(=O)N(c3ccc4c(c3)OCO4)C2)cc1 (stereo not given in full)
[7] COc1ccccc1NCCC(=O)OCC(=O)NC1CC1
[8] Cc1ccc(C2NC(=O)c3c(sc4c3CCN(C)C4)N2)s1 (stereo not given)
[9] O=C(CCSc1ccc(Cl)cc1)Nc1cccnc1
[10] O=C(c1cccc(C(F)(F)F)c1)N1C[C@H]2C[C@@H](C1)c1cccc(=O)n1C2
[11] C/C(=N\Nc1cc(C)nc(-c2ccccc2)n1)c1cccc([N+](=O)[O-])c1
[12] CCOC(=O)CN1C(=O)S/C(=C\c2ccc(-c3cccc(C(=O)O)c3C)o2)C1=O
[13] COC(C[C@H]1O[C@H]1[C@H](O)[C@@H](C)OCc1ccccc1)OC
[14] CC1CCN(C(=O)CCNC(=O)Cn2cnc3sc4c(c3c2=O)CCCC4)CC1
entry no.,5,6,7,8,9,10,11,12,13,14
TcdB inh,0.4,-0.8,-3.3,.,0.7,1.7,-1.8,-0.1,-0.4,.
BoNT-A LC inh2,0.0,-1.0,-0.2,14,-0.7,0.3,-0.7,-3.3,0.5,-0.8
Y pestis TopoI,23,1,-6,9,7,3,5,-5,-5,5
PrPC surface inh,2,2,8,-14,2,-4,2,2,1,-1
Vc quorum ag,-0.7,i,-1.2,i,i,-0.3,-1.6,-0.2,-0.4,i
Anthrax LF inh2,-6,-2,1,-40,-3,-6,-6,?,5,-2
PfHsp40 yeast,0.1,0.1,-0.7,0.7,0.3,0.3,-1.2,.,2.1,-1.6
3CLpro inhibitor,-6,-7,6,2,4,0,-1,.,.,-1
SSB-PriA inh,-16,-15,1,6,-6,.,.,-16,3,-4

(next part)
Results follow in this order: TcdB inh, BoNT-A LC inh2, Y pestis TopoI, PrPC surface inh, Vc quorum ag, Anthrax LF inh2, PfHsp40 yeast, 3CLpro inhibitor, SSB-PriA inh
21: c1ccc2c(-c3nnc4n3CCCCC4)c[nH]c2c1
 : ., 1.2, -1, 4, -1.7, -3, -0.3, 6, -5
22: CCN(Cc1ccncc1)C(=O)CC1C(=O)NCCN1Cc1ccc(F)c(F)c1 (stereo not given)
 : 0.5, -0.2, -5, -4, -0.2, 0, 1.5, -4, 0
23: O=C(N/N=C/c1ccc(N2CCOCC2)cc1)C1CC1
 : 0.1, 0.0, -7, -1, i, -1, -1.7, 3, .
24: C=CC(C)C(C(=O)c1ccccc1)N(C)C (stereo not given)
 : -0.2, 0.2, -10, 4, 0.5, 5, -0.9, 2, -28
25: COc1ccc(Cl)cc1NC(=S)N(Cc1ccccc1C)CC1CCC(C(=O)O)CC1 (stereo not given)
 : 6.8, -0.9, 5, -1, -0.1, -3, 23, 7, -11
26: Cc1[nH][nH]c(=O)c1C=NCc1ccc(Cl)cc1
 : 0.8, 0.0, 1, 11, -6.7, 1, -0.7, 1, -3
27: S=C(Nc1ccccc1)Nc1ccc(OCc2ccccc2)cc1
 : ., ?, 5, 4, i, -6, -0.5, 4, -5
28: Cc1nc(N2CCN(Cc3ccc4c(c3)OCO4)CC2)[nH]c(=O)c1C
 : 1.0, 1.5, -1, -2, i, 19, 1.7, 3, 5
29: Cn1c(=O)c2c(nc(Br)n2Cc2ccc3ccccc3c2)n(C)c1=O
 : ., ?, 1, 5, -5.8, -2, 3.0, -4, -6
30: O=C(O)c1cccc2cc(-c3ccccc3)oc(=O)c12
 : 1.8, 0.6, -3, -6, -0.6, -1, -1.7, 0, -3
31: CN(C(=O)CSc1nc2ccc(Br)cc2c(=O)n1Cc1ccco1)C1CCS(=O)(=O)C1 (stereo not given)
 : -0.3, -1.7, 12, 3, 0.0, -4, 0.7, 4, 10
32: COc1ccc(CCC(=O)Nc2ncc(C)s2)cc1
 : 2.9, -7.0, -1, -3, -0.5, -2, 0.9, -4, 0
33: CCC(C(=O)OCC(=O)Nc1c(C)n(C)n(-c2ccccc2)c1=O)c1ccccc1 (stereo not given)
 : ., -1.5, 1, 4, i, -4, -0.1, -6, 2
34: Cc1ccc(NC(=O)CN2C(=O)c3ccccc3S2(=O)=O)cc1C
 : -7.4, -0.3, -2, -5, -0.7, 2, -3.0, 1, 4
35: FC(F)Sc1ccc(NC(=S)NC2CCC(NC(=S)Nc3ccc(SC(F)F)cc3)CC2)cc1 (stereo not given)
 : ., 1.0, 3, -4, i, -1, 0.8, 1, -7
36: CCOCCCNC(=O)Cc1ccc(OC)c(OC)c1
 : ., -0.6, -5, -1, i, -1, 0.8, -4, -5
37: CCCCSc1nc(C)c(CC(=O)O)c(=O)[nH]1
 : ., -0.5, 1, 0, 13, 2, -0.8, 4, 3
38: Cc1cccc(C=CC(=O)c2ccccc2)c1
 : 1.0, -0.5, -5, -1, i, 4, 2.3, ., -6
39: CN(CCOCCOc1ccc(F)cc1)Cc1ccccc1
 : -10, 0.7, -8, 6, -0.3, 2, -1.4, 0, -6
40: COCc1ccc(CN2CCCC(CO)(Cc3ccccc3)C2)o1 (stereo not given)
 : 0.2, -1.8, 9, 1, i, 4, 0.3, 3, 12
41: Cc1cccc(C(C)C)c1NC(=O)CN1C(=O)NC2(CCc3ccccc32)C1=O (stereo not given)
 : 2.2, ., -12, 6, -0.7, ., -0.5, ., -9
42: O=c1[nH]c(CO)nc2c1oc1ccccc12
 : ., -0.5, -4, 2, -0.1, -10, ?, 1, -9
43: COC(=O)c1cnn2c(C(F)(F)F)cc(-c3ccco3)nc12
 : -7.3, 1.8, -13, -18, 0.2, -9, -0.6, -5, -8
44: CCS(=O)(=O)Nc1ccc(C2=NN(C(=O)c3ccco3)C(c3ccc(Cl)o3)C2)cc1 (stereo not given)
 : 1.0, -0.3, -2, -2, i, 0, -0.4, ., -10
45: Cc1ccc(Cn2ccc(NC(=O)c3nc4ncccn4n3)n2)cc1
 : ., 0.5, 2, 2, i, 1, 0.8, 8, -2
46: Cc1cccc(NC(=O)CNC(=O)c2cc(C3CC3)nn2-c2ccccc2)c1C
 : -10.0, 4.4, -5, 5, i, 1, -1.3, ., 4
47: c1ccc2ccccc2c1
 : 0.0, 0.3, -2, 5, -0.4, -1, -0.5, ., 5
48: CC1CCCCN1S(=O)(=O)Cc1ccccc1Cl (stereo not given)
 : -1.4, 2.9, 4, -2, -0.4, 2, -1.2, 2, -8
49: COC(=O)C(NNc1ccccc1)(NC(=O)c1cccc(F)c1)C(F)(F)F (stereo not given)
 : ., 0.0, -1, 2, -0.3, -2, 0.5, -1, -8
50: O=C1c2nc3ccccn3c2C(=O)N1Cc1ccccc1
 : -0.4, 7.2, -2, 6, -1.7, 3, -1.5, -2, -5
51: CO/N=C/CC(=O)Nc1ccc(F)cc1F
 : 0.8, -0.3, -8, -6, 0.9, 0, -2.0, 3, .
52: O=C(OCCN1CCOCC1)c1cccs1
 : ., -0.2, -6, -8, -0.2, 3, 1.1, -3, -13
53: O=[N+]([O-])c1cccc(/C([O-])=C(/C(=S)Nc2ccccc2)[n+]2ccccc2)c1
 : ., 20, -10, 0, i, 1, 12, -1, 10
54: O=C(COC(=O)c1ccc(S(=O)(=O)N2CCCCCC2)cc1)NCc1ccc(F)cc1
 : 1.6, -0.3, 7, 0, -1.4, -3, -1.7, ., -12
55: Cc1ccc(C(=O)N2[C@@H]3CN(C)C(=O)[C@@]2(C)[C@H]2C(=O)N(C)C(=O)[C@@H]32)cc1
 : 0.6, -0.7, 11, -1, -0.6, 1, 0.2, ., -9

Screening data (PubChem)
